Screening results as filed in PubChem.
Autophagy HCS – autophagy modulation, high-content screen. MEF GFP-LC3 puncta imaging; test concentration mostly 10 µM. 190,000 tested, 0.98% active. calls only at 10 µM (by protocol);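 active means percentage of spot-positive cells more than 3 SD above its plate mean, without a fluorescence outlier flag or 80% toxicity; inconclusive means no clear call, values can overlap the other calls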;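 further: spot-positive cell cutoff set from DMSO-treated cells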
MT stabilizer – stabilizes microtubules in HeLa cells | % tubulin-high responders, % at 10 µM | HeLa tubulin immunostaining HCS, 24 h; share of cells brighter than vehicle mean+2SD | 200,000 tested, 0.83% active;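 active means plate Z-score above 3 for both tubulin-high and condensed-nucleus cell shares, with cell loss under 80%, at 10 µM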;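 further: anti alpha tubulin signal scored within the nucleus-defined area of each cell; some results filed as inactive read as strong as hits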
Lipid droplet – modulators of hepatic lipid droplet formation. AML12 mouse hepatocytes, oleate lipid droplets, BODIPY imaging. inhibition, % at 6.5 µM. 240,000 tested, 0.4% active. AID 1656;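 active means lipid droplet intensity inhibited by at least 50%, with more than 500 cells counted; inconclusive means wells with under 300 cells, treated as cytotoxic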
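Material – AML12 mouse liver cells · Also added – oleate loading, 100 µM · Compound dosing – 6.5 µM single-point dosing · Times – overnight treatment with compound plus oleate · Measured by – fluorescence imaging, 20x objective, two fields per well · Read-out – percent inhibition of filter-corrected integrated lipid droplet intensity per well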
ER stress rescue – protection against thapsigargin-triggered cell killing – 384-well, CSM14.1, ATP luminescence, primary screen (AID 1222); CSM14.1 thapsigargin-induced death rescue, ATP luminescence; higher % means a stronger effect; one-dose cellular ATP content (survival), % at 20 µM; EC50 in µM for titrated hits; 190,000 tested, under 10 active;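 active means EC50 below 50 µM in the dose-response confirmation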;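 further: death triggered by thapsigargin at about 15 µM added after 2 h compound pretreatment; cell ATP read after overnight thapsigargin exposure of roughly 18 to 22 hours; normalized against plate controls of thapsigargin alone and 5% DMSO vehicle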
Insulin prom up – MIN6 insulin promoter up-regulation; AID 1625; MIN6 insulin promoter-GFP reporter, high-content imaging; stronger effect = higher value; 190,000 tested, 0.3% active; z-score at 5 µM;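 active means z-score above 3 at 5 µM with at least 500 cells counted in the well; inconclusive means wells under 500 cells, flagged as cytotoxic or low count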
WT yeast gro inh – growth inhibition of WT yeast, mitochondrial fusion screen; mitochondrial fusion phenotypic screen, WT strain; inhibition, % at 10 µM; 190,000 tested, 2.1% active; AID 1362; in the data active means inhibition above about 58%; tested in S. cerevisiae
Dynein transport – blocks dynein driven cargo transport along microtubules. z-score, hits read low. AID 1381. 220,000 tested, 0.47% active. 3617.4 mouse cells, GR-EGFP nuclear translocation imaging; test concentration mostly 20 µM; stimulated with dexamethasone, 1 µM; stronger effect = lower value;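 active means plate z-score of nuclear minus cytoplasmic receptor signal below a set negative limit, without overly bright fluorescence or cell loss, cut at about -3.5 in these data, passing the limit was not always enough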;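 further: z-score of nuclear minus cytoplasmic ring GR-EGFP intensity difference per well; some compounds called inactive have numbers as strong as hits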
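medium = tetracycline-free induction medium containing charcoal-stripped FBS | probe or stimulus = dexamethasone, 1.0 µM final | timing = 48 h induction, then 1 h compound, then 30 min agonist, 37 °C | detection = automated 10x imaging of fixed Hoechst-stained cells | read-out basis = nuclear versus cytoplasmic GR-EGFP signal, averaged per well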
bCat nuc transl – beta-catenin nuclear translocation modulation; HeLa beta-catenin nuclear translocation, immunofluorescence imaging; nuclear translocation activity, % at 5 µM; 190,000 tested, 0.3% active; AID 1665;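 active means nuclear translocation activity above 50% at 5 µM, with a well cell count of 50 or more; inconclusive means wells under 50 cells across six images, flagged as toxic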;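 further: per-cell ratio of nuclear to cytoplasmic median beta-catenin stain intensity; plate controls were DMSO negative control for no effect and GSK-3 inhibitor IX positive control for full effect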
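Assay system: human HeLa cells, native beta-catenin; doses: 5 µM primary, 0.02–20 µM confirmation; incubation: compound treatment 24 h, 37°C, 5% CO2; technique: fluorescence imaging of beta-catenin antibody stain plus DAPI; measure: % activation, nuclear-to-cytoplasmic median beta-catenin signal ratio per cell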
XIAP displacement – XIAP antagonists, biochemical, IAP family, fluorescence polarization (AID 1018); displacement, % at 20 µM, or IC50 in µM where a hit was titrated; 200,000 tested, 0.007% active; XIAP BIR domain, fluorescence polarization peptide displacement; higher % means a stronger effect; in the data active means displacement above about 50%; further: a part of the inactive calls stands beside numbers as strong as those of hits
WT yeast gro inh mutant strain – further read-out of WT yeast gro inh, marked with its call; inhibition, %; mitochondrial fusion phenotypic screen, mutant strain inhibition
Dynein transport cytoplasmic EGFP – also measured in Dynein transport; calls as there; z-score; measured here: cytoplasmic GR-EGFP intensity; stronger effect = higher value
Dynein transport nuclear GR-EGFP – also measured in Dynein transport; calls as there; z-score; measured here: nuclear GR-EGFP intensity;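 lower value marks the stronger effect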
Dynein transport cell count – second read-out of Dynein transport, no call of its own (marks repeat the call); z-score; measured here: cell count per field
Insulin prom up cell count – also measured in Insulin prom up; calls as there; cell count; measured here: cytotoxicity, nuclei count;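 total cells summed across four imaged fields per well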
Lipid droplet cells 6.5 µM – also measured in Lipid droplet; calls as there; cell count; measured here: cell count, cytotoxicity flag;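 cells counted across two imaged fields per well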
bCat nuc transl cell count 5 µM – second read-out of bCat nuc transl, no call of its own (marks repeat the call); cell count; measured here: cell count, cytotoxicity flag
MT stabilizer Hoechst-high % – recorded beside MT stabilizer, whose call it bears; % Hoechst-high responders; measured here: nuclear condensation Hoechst responders;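 share of cells brighter than vehicle mean plus two SD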
MT stabilizer cytotoxicity % – recorded beside MT stabilizer, whose call it bears; toxicity, %; measured here: cytotoxicity by cell density;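 0% = mean cell density of plate MIN control wells and 100% = no cells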
Autophagy HCS cell loss 18 h – recorded beside Autophagy HCS, whose call it bears; toxicity, %; measured here: cell loss, nuclei count;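 cell loss after 18 h compound exposure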
Numbers without * were called inactive; i = inactive; ? = inconclusive; . = not tested or not shown. No enrichment for hits. Share with any hit: about 4%.

Each structure is followed by: Autophagy HCS, Autophagy HCS cell loss 18 h, MT stabilizer, MT stabilizer Hoechst-high %, MT stabilizer cytotoxicity %, Lipid droplet, Lipid droplet cells 6.5 µM, ER stress rescue, Insulin prom up, Insulin prom up cell count, WT yeast gro inh, WT yeast gro inh mutant strain, Dynein transport, Dynein transport cytoplasmic EGFP, Dynein transport nuclear GR-EGFP, Dynein transport cell count, bCat nuc transl, bCat nuc transl cell count 5 µM, XIAP displacement
- CCCCN(CC)CCCNC(=O)Cn1nc(Cc2ccncc2)c2ccccc2c1=O
    i, 25, 5.1, 3.1, 1.4, 4, 815, -1.3%, -0.51, 1319, -4, 3, -0.41, -0.32, 0.44, 0.47, 2.5, 1190, -7.5%
- COC(=O)CCc1nc2cc(Cl)ccc2n(Cc2ccccc2)c1=O
    i, -6, 3.8, 0.6, 5.4, -23, 719, 0.0%, 0.16, 909, 3, -2, 0.31, -0.21, -0.46, 0.38, -0.1, 1029, -11%
- CCOC(=O)C1(CCOC)CCN(Cc2ccc(C(=O)OC)cc2)CC1
    i, 5, 3.7, 2.4, 11, 4, 660, 1.3%, 1, 1676, -14, -6, -0.1, -0.26, -0.24, 1, 0.2, 1558, -6.6%
- Cc1ccc(CSCC(=O)NCc2ccco2)cc1
    i, 6, 3.0, 2.3, 6.7, 7, 795, -2.3%, 0.94, 1192, -6, 0, -0.48, -0.31, -0.16, 0.8, -0.5, 1099, -4.4%
- COc1ccc(CSc2nc(C)cc(C)c2S(C)(=O)=O)cc1
    i, 4, 4.0, 2.3, 1.1, -5, 688, 0.0%, -0.32, 1333, 16, -6, 2, -0.19, 0.3, -0.27, 0.4, 1132, -5.0%
- O=C(Nc1nc2c(ccc3ccccc32)s1)c1ccco1
    i, -7, 1.5, 1.6, 12, ., ., -0.8%, 1.4, 1659, 2, 1, 0.4, -0.22, 0.25, -0.31, 3.9, 1305, -4.0%
- O=C(c1ccc(Cl)s1)N1CCN(c2ccccc2)CC1
    i, -2, 2.6, 1.6, 7.1, -16, 767, -2.4%, -1.3, 1143, 35, 11, -0.55, -0.13, -0.062, -0.2, -1.0, 1100, -9.8%
- COc1cc(OC)cc(C(=O)NN2CCCCC2)c1
    i, -37, 2.4, 1.9, 10.0, 7, 665, -2.0%, -0.46, 1833, -7, 16, 2.7, -0.11, 1.1, -2.8, -0.6, 1101, -3.5%
- CCOC(=O)N1C(=O)C2(CCCCC2)N(c2ccccc2Cl)C1=S
    i, -16, 5.8, 2.9, 15, -46, 638, -1.5%, 0.05, 1124, 77*, 52*, 1.4, 0.17, 1, -2.6, -3.4, 980, -13%
- COc1ccc(C(=O)NCc2ccccn2)cc1[N+](=O)[O-]
    i, -4, 5.2, 1.9, 7.3, -6, 656, -0.6%, ., ., -11, -9, -0.58, -0.35, -0.29, 0.7, -0.4, 1009, -6.6%
- Cn1c(SCc2nnc3n2CCCCC3)nc2ccccc21
    i, 0, 2.7, 1.0, 8.2, 1, 723, -2.4%, 0.68, 1336, -7, 2, 1.2, -0.15, -0.33, -0.22, ., ., -4.7%
- Nc1n[nH]c(CCCO)n1
    i, 2, 2.4, 3.2, 10, 0, 514, -1.6%, ., ., -2, -5, -0.42, -0.24, 0.5, 0.33, 1.9, 940, -0.4%
- CCn1c(SCC(=O)Nc2ccc3c(c2)OCO3)nc2c(c1=O)SC(C)C2 (stereo not drawn)
    ., ., 4.6, 2.2, 7.6, -3, 631, -2.1%, -2.6, 822, -2, 4, 0.63, -0.16, 0.54, -0.33, 5.3, 922, -9.6%
- CCn1c(SCc2ccccc2)nc2c(c1=O)SCC2
    i, 9, 2.9, 2.1, 11, 32, 682, ., -0.57, 1298, 4, -3, 0.21, -0.24, 0.23, 0.38, 0.0, 1065, -3.6%
- NNC(=O)CCN1CCN(C(c2ccccc2)c2ccccc2)CC1
    i, -9, 2.2, 3.0, 12, 4, 684, -0.8%, -0.93, 1184, -7, -3, 0.07, 0.33, 0.39, 0.44, 0.1, 1077, 1.2%
- Cc1cc(-n2c(C)cc(C(=O)CSc3ncnc4ccccc34)c2C)no1
    i, 10, 2.5, 1.6, 9.9, ., ., 0.8%, ?, ., 9, 2, 0.16, 0.41, 0.35, 0.0089, 0.6, 965, -3.8%
- CN1C(=O)/C(=C/c2ccc(O)c([N+](=O)[O-])c2)N(C)C1=S
    i, 0, 4.1, 1.6, 4.6, 0, 727, -1.2%, -0.05, 1345, 16, 1, 1.3, -0.18, -0.13, 0.11, 1.8, 1389, -6.7%
- N#Cc1ccc(NC(=O)c2sc3cc(C(F)(F)F)cnc3c2-c2cccs2)cc1
    i, 3, 4.2, 3.2, 1.9, 9, 773, -0.7%, -0.75, 907, -2, 8, -0.8, -0.18, -0.24, 0.84, ., ., -3.9%
- CCOC(=O)Cc1cc(=O)n2[nH]c(C)c(-c3ccc(Cl)cc3)c2n1
    i, 19, 1.2, 1.4, 7.9, ., ., -1.1%, 0.5, 1594, 2, 12, -0.71, -0.17, -0.39, 0.43, 11, 1185, -0.8%
- CCC1CCCCN1C(=O)CSc1nnc(CNC(=O)COc2ccc(Cl)cc2)o1 (stereo not drawn)
    i, -16, 2.0, 0.8, 2.0, ., ., 0.0%, 1.4, 802, 1, 0, 0.47, -0.24, 0.62, -0.051, ., ., -5.3%
- COc1ccc(NC(=O)CCSc2ccc(C)cc2)cc1
    i, -6, 3.2, 2.4, 0.5, 19, 639, -1.0%, -0.3, 1452, 7, 10, 0.71, -0.29, 0.074, -0.79, -1.4, 1072, -4.3%
- CC1=C(C(=O)Nc2ccccc2C)C2(CCCC2)C(C(N)=O)C(=O)N1 (stereo not drawn)
    i, 8, 2.3, 0.1, 48, 2, 728, -1.9%, 0.09, 1137, -11, 3, -0.42, -0.31, 0.11, 1, ., ., -3.9%
- C=CCn1c(=NC(=O)CN2C(=O)CCC2=O)sc2cccc(OC)c21
    i, -2, 4.0, 1.6, 7.3, -7, 567, ., -1.5, 1796, 4, -9, 1.3, -0.29, 0.79, 1.1, 2.0, 1105, 0.3%
- CN1CCN(C(=O)c2cc(S(=O)(=O)Nc3ccccc3F)c(Cl)cc2Cl)CC1
    ., ., ., ., ., -12, 730, ., 0.2, 1421, ., ., -0.63, -0.23, -0.21, 0.32, -1.3, 1103, .
- Cn1c(=O)c2c(nc(SCCN3CCOCC3)n2Cc2cccc3ccccc23)n(C)c1=O
    i, 8, 2.3, 1.5, 11, ., ., -1.4%, -0.42, 873, 5, 21, 1.7, -0.42, 0.44, -0.16, 1.6, 1340, -4.1%
- O=C(CCCn1c(=S)[nH]c2cc3c(cc2c1=O)OCO3)N1CCc2ccccc2C1
    i, 0, 1.5, 1.0, 3.1, ., ., -0.9%, -0.27, 1651, 7, 6, -0.3, -0.23, -0.25, 0.45, 0.1, 1352, -1.3%
- Cc1ccsc1C(=O)OCC(=O)NCCC1=CCCCC1
    i, 5, 8.4, 1.2, 12, -3, 625, 0.2%, 0.75, 1582, 1, -20, -0.08, -0.18, 0.0031, -0.31, -0.1, 1081, -21%
- CCc1ccc(NC(=O)Cn2c(=O)n(CCCC(=O)NCc3ccco3)c(=O)c3ccccc32)cc1
    i, -5, 2.7, 0.9, 23, -3, 702, -1.7%, 0.76, 1190, -12, -1, 0.32, -0.27, 0.52, 0.99, 1.2, 1007, -2.5%
- COc1ccc(NC(=O)CSc2ncc(-c3ccc(F)cc3)n2Cc2ccco2)cc1
    i, 7, 2.2, 1.8, 3.1, -1, 710, -3.3%, ., ., -7, -14, 0.24, -0.26, -0.16, 0.45, -5.3, 617, -8.3%
- CNC(=S)N/N=C(\C)c1ccc(N2CCOCC2)cc1
    i, 11, 3.8, 1.8, 6.7, 11, 710, 0.3%, 0.87, 1600, 26, 18, -0.52, -0.25, -0.42, 0.88, 1.4, 1049, 1.2%
- COc1ccc(C2CC(c3ccc4ccccc4c3)=NN2C(=O)CSc2ncccn2)cc1 (stereo not drawn)
    i, -2, 2.9, 1.9, 4.5, -8, 652, 1.7%, -0.38, 1323, 12, -14, 0.32, -0.078, 0.054, -0.43, -1.0, 1079, -6.0%
- CC(=O)N(CCCN(C)C)Cc1ccccn1
    ., ., ., ., ., 18, 726, ., -0.38, 1241, ., ., 0.04, -0.19, -0.046, -0.49, 0.8, 1314, .
- COCC(=O)Nc1nnc(Cc2ccc(OC)cc2)s1
    i, 5, 2.0, 1.1, 2.5, 0, 710, -0.3%, 0.17, 1265, -14, -15, -0.81, -0.25, -0.58, 0.8, 0.1, 1185, -3.4%
- O=C(CN(C(=O)CCC(=O)Nc1nccs1)c1ccccc1F)NCC1CCCO1 (stereo not drawn)
    i, -5, 2.4, 1.2, 0.5, 0, 648, ., -0.36, 1189, 12, 18, -0.29, -0.24, 0.14, 0.14, -0.3, 1061, -2.5%
- O=C(CCCc1nc(-c2ccc(Cl)cc2)no1)N1CCOCC1
    i, 11, 3.1, 1.1, 1.9, -4, 758, 2.1%, ., ., 0, -8, -0.96, -0.27, -0.5, 0.46, -2.2, 1121, -6.6%
- CC1(C)CN(c2ccccc2)N(C(=O)c2ccc(C#N)cc2)C1=O
    i, 3, 0.9, 1.5, 3.9, ., ., 2.6%, ., ., -14, -3, -0.5, -0.17, -0.52, 0.11, ., ., -5.8%
- COCc1nc2sc(C)c(C)c2c(=O)[nH]1
    i, -5, 2.8, 1.7, 4.4, -4, 713, -0.1%, ., ., -3, -2, -0.15, -0.22, -0.13, -0.94, -1.1, 1199, -0.7%
